# FBPA coupling cs – coupling enzyme interference in Giardia aldolase counter-screen; 0.67% of 290,000 active; activity change, negative = inhibition, % at 58.2 µM, hits read low; coupling enzyme system counterscreen, AmpLite Red fluorescence; in the data active means activity change below about -30%; further: on the % scale 0 is the no-effect control and ±100 the full control effect
#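 Counterscreen lacking aldolase: glyceraldehyde-3-phosphate coupling-enzyme reagent preincubated 10 min at RT with compound (at 57.5 uM final), then substrate/coupling system with AmpLite Red added; fluorescence read at 525/598 nm after 20 min RT.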
# GALK inhibitor – inhibitors of human galactokinase; Purified GALK, Kinase-Glo residual ATP luminescence; Potency, µM (doses to about 57.5 µM), for the others: top-dose activity change, negative = inhibition, usual class: inhibitors; 0.007% of 270,000 active; P51570; further: potency means the concentration at half of the fitted maximal effect; on the % scale 0 is the no-effect control and ±100 the full control effect
#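 ATP-depletion format; final 35 uM ATP, 100 uM D-galactose, 5 nM enzyme; pH 8.0 HEPES/Mg2+ buffer; 60 min RT; luminescence read 10 min after detection reagent.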
# KCNH2 WT inh – blocks the wildtype human KCNH2 potassium channel; Q12809; U2OS, BacMam KCNH2, thallium flux FluxOr; hits give low values; 0.37% of 340,000 active; activity change, % at 1.84 µM;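 active means maximum activity change below -70%; inconclusive means maximum activity change between -70% and -50%; inactive means maximum activity change above -50%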; further: on the % scale 0 is the no-effect control and ±100 the full control effect
#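 U2OS cells transduced with wild-type KCNH2 virus are loaded with FluxOr dye for 45 min, and thallium flux is measured in kinetic reads before and after stimulation buffer. Rate constants are normalized to DMSO controls.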
# TRPV1 ag – human TRPV1 agonism | Q8NER1 | TRPV1-expressing cells, Fluo-8 calcium influx, agonist mode | activation, % at 8.33 µM | 0.19% of 320,000 active | AID 540275; in the data active means activation above about 80%; inconclusive means between about 30% and that limit; further: 0% is about no effect
#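 Fluo-8 calcium influx in TRPV1-expressing cells, kinetic read (ex 480/em 520 nm). Compound added and read 3 min for agonist activity, followed by capsaicin at EC20 final and 2 min further read for enhancement.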
# MLL CXXC-DNA inh – MLL CXXC-DNA interaction inhibition; Q03164; MLL-CXXC / FITC-HOXA9 DNA fluorescence polarization; Potency, µM (series often up to 115 µM), without a hit: at the highest dose activity change, negative = inhibition, hits mostly inhibitors; 0.037% of 290,000 active; active means well fitted inhibition curve with a large enough effect in the polarisation, with a control signal flat, not every such curve was filed as active; inconclusive means small, poorly fitted or top-dose-only effect, or effect the other way, or a change in a side signal; inactive means no such curve, though single readings can be large or run the other way; the % refers to the polarisation; further: potency means the concentration at half of the fitted maximal effect
#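 Purified MLL-CXXC (added from a 7 uM solution) was preincubated 5 min at ambient with pinned compounds in 50 mM Tris-HCl pH 7.5, 50 mM NaCl, 1 mM DTT, 0.05% BSA. Fluorescein-labeled HOX-A9 DNA (50 nM solution) followed, 30 min, then polarization read.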
# B2AR arrestin – beta2AR (human) beta-arrestin recruitment activity; P07550; Potency, µM (series often up to 46.1 µM), for inactives: at the highest dose activation, actives largely listed as activators; 0.02% of 330,000 active; beta-arrestin recruitment to beta2AR, cell-based reporter;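 further: potency means the concentration at half of the fitted maximal effect; 0% = DMSO controls and full agonism = EC100 isoproterenol or metaproterenol; nearly all actives have a fitted effect of over 65% in size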
# Target sequence (P07550 whole entry, looked up): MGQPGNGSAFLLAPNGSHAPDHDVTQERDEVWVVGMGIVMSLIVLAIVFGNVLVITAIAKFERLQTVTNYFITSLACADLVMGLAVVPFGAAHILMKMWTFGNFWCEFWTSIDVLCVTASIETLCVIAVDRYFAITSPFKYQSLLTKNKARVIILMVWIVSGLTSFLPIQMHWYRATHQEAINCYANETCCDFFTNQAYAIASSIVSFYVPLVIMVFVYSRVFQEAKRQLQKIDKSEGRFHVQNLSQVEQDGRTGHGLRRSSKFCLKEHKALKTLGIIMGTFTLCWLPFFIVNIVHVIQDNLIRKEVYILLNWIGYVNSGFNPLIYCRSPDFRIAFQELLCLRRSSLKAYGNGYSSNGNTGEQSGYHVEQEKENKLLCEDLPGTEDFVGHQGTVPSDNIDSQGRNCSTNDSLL
# PKM2 act – activators of human pyruvate kinase M2; P14618; purified PKM2, Kinase-Glo ATP luminescence, activation; response scale: 0% is enzyme alone, no compound; Potency, µM (highest dose often 57.5 µM), for the others: at the top dose activation, hits mostly activators; 0.34% of 260,000 active; AID 1631; further: potency means the concentration at half of the fitted maximal effect; on the % scale 0 is the no-effect control and ±100 the full control effect; nearly all actives have a fitted effect of over 55% in size
#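 hPK-M2, >95% pure; 0.1 mM ADP / 0.5 mM PEP final; imidazole pH7.2 buffer w/ 7 mM MgCl2, 50 mM KCl; 1 h RT; Kinase-Glo lum. Intermediate enzyme activity for dual inhibitor/activator qHTS.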
# USP2a inh – inhibitors of human ubiquitin-specific protease USP2a; O75604; USP2 core, Ub-CHOP2 coupled fluorogenic reporter, 485/531; Potency, µM (series often up to 38.3 µM), inactives show at the top dose activity change, negative = inhibition, hits mostly inhibitors; 0.01% of 330,000 active; AID 463254;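 further: potency means the concentration at half of the fitted maximal effect; plate controls were DMSO wells for no effect and full inhibition by NEM control for full effect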
# Target sequence (O75604 whole entry, looked up): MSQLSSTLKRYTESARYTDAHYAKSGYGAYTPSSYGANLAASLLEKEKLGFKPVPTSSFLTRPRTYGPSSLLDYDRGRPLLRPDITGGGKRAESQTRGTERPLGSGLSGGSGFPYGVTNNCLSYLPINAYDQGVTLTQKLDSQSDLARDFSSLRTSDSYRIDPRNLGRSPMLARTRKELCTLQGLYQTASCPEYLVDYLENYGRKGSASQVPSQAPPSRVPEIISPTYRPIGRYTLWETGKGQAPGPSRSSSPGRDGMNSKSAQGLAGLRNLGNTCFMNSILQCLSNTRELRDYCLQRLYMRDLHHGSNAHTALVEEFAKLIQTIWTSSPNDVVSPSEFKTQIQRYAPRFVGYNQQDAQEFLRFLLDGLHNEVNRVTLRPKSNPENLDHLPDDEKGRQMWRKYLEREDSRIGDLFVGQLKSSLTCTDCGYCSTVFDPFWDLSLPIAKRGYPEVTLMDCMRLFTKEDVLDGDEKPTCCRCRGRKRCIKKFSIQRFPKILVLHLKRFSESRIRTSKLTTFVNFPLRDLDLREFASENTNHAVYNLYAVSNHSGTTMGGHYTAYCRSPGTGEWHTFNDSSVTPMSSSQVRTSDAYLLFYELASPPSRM
#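 USP2 core (10nM final) preincubated 30min RT with compound in 20mM Tris-HCl pH 8.0, 2mM CaCl2, 2mM beta-mercaptoethanol, 0.05% CHAPS; 25nM Ub-CHOP2 plus 25nM reporter substrate added, fluorescence (Ex485/Em531) read after 60min.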
# Giardia kill – kills Giardia lamblia. Giardia lamblia trophozoite viability. activity change, % at 7.66 µM, hits read low. 0.15% of 340,000 active. AID 540267; in the data active means activity change below about -80%; inconclusive means between about -30% and that limit;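 further: parasites exposed to compound for two days anaerobically before the ATP read; on the % scale 0 is the no-effect control and ±100 the full control effect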
#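 Trophozoites 100 cells/well + cpd; 48 hrs, 37 deg C, anaerobic. ATPLite 1-Step added, 15-30 min RT, luminescence read (ATP-based viability).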
# KCNH2 3.1 block – blocks the human KCNH2 3.1 channel isoform; U2OS KCNH2 3.1, thallium flux FluxOr; hits give low values; 0.95% of 340,000 active; activity change, % (tested at about 1.8 µM);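 active means maximum activity change below -70%; inconclusive means maximum activity change from -70% to -50%; inactive means maximum activity change above -50%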;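 further: thallium influx rate constant from kinetic fluorescence after stimulation buffer; on the % scale 0 is the no-effect control and ±100 the full control effect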
#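 Kinetic fluorescence (2 min after stimulation buffer) measures Tl+ influx through KCNH2 3.1 expressed by viral transduction in U2OS cells; the rate constant is normalized against DMSO controls serving as positive and negative references.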
# Menin MLL FP TR – menin-MLL binding inhibition, Texas Red mutant peptide. O00255. Menin + Texas Red MLL mutant peptide, fluorescence polarization. Potency, µM (series often up to 61.6 µM), for the others: top-dose FP activity change, negative = inhibition, most hits filed as inhibitors. 0.23% of 270,000 active; active means well fitted inhibition curve with a large enough effect in the polarisation, with a control signal flat, not every such curve was filed as active; inconclusive means small, poorly fitted or top-dose-only effect, or effect the other way, or a change in a side signal; inactive means no such curve, though single readings can be large or run the other way; the % refers to the polarisation; further: potency means the concentration at half of the fitted maximal effect; % of control where 0% means no effect; many of its hits are not listed in these tables
# Active calls of the source: *; ? = inconclusive; nt = no result given; [ ] = another dose, or the depositor's remark. Unless noted, the call rests on the fitted dose curve; in most records, active means well fitted curve in the direction sought with a large enough effect; inconclusive means small, poorly fitted or top-dose-only effect, or another doubt; inactive means no such curve, though single readings can be large; an effect the other way counts as inactive or inconclusive. The list is partial. The share of hits here may be higher or lower than overall.
SMILES,FBPA coupling cs,GALK inhibitor,KCNH2 WT inh,TRPV1 ag,MLL CXXC-DNA inh,B2AR arrestin,PKM2 act,USP2a inh,Giardia kill,KCNH2 3.1 block,Menin MLL FP TR
BrCC(Br)(Br)Br,nt,nt,3,0,nt,-1.3%,nt,1%,65[activator],8,nt
COc1cc2c(cc1OC)[C@H]1C(=O)c3ccc4c(c3O[C@H]1CO2)C[C@@H](C(C)(C)O)O4,nt,nt,0,nt,nt,0.1%,nt,4%,-11,-41,nt
O=C1NC(=O)N(c2ccccc2)C(=O)/C1=C/c1coc2ccc(O)cc2c1=O,4,5%,26,0,-15%,0.1%,3%,6%,-25,9,nt
O=C1C=C2C=C[C@@H]3CC2(O1)[C@H]1CCCCN31,nt,nt,-5,1,nt,0.0%,nt,2%,8,-6,nt
c1ccc(Cn2ccnc2)cc1,6,1%,9,1,14%,-0.5%,-2%,0%,10,-9,-2%
CN(C)c1ccc(N=Cc2c(O)n(CCC3=CCCCC3)c(=O)[nH]c2=O)cc1,0,3%,5,-2,-5%,-1.0%,-4%,19%,-10,2,-6%
COc1ccc(C(=O)C2CCCN(C3CSCCSC3)C2)c(C)c1 (stereo not drawn),5,5%,-4,?,0%,-0.2%,1%,-1%,-14,9,?
O=S(=O)(c1ccc(F)cc1)N1CN2CCN(C2)C1,1,-9%,3,-14,6%,0.3%,-1%,0%,-4,15,-10%
COc1ccc(C2c3c(nc(C)[nH]c3=O)Oc3c2c(=O)oc2ccccc32)cc1 (stereo not drawn),4,2%,0,-1,-1%,0.0%,-1%,2%,-18,14,nt
OC[C@H]1O[C@@H](n2cnc3cc(Cl)c(Cl)cc32)[C@H](O)[C@@H]1O,nt,nt,4,0,nt,-0.1%,nt,1%,-21,-12,nt
CCc1cc(=O)oc2cc(OCC(=O)N3C[C@H]4C[C@@H](C3)c3cccc(=O)n3C4)ccc12,1,nt,1,0,5%,-0.3%,-7%,-1%,-22,4,-23%
COc1ccc(-c2nn(CCC#N)cc2C(=O)Nc2ccc(C(C)=O)cc2)cc1[N+](=O)[O-],-1,-3%,2,3,1%,-1.0%,-5%,1%,-5,9,?
COC(=O)C(O)(c1ccc(NC(=S)NC(=O)c2ccccc2)cc1)C(F)(F)F (stereo not drawn),-1,1%,-3,23,-1%,-1.1%,0%,-5%,1,6,30%
CC(C)Cc1nnc(NC(=O)CCC(=O)N2CCC3(CC2)OCCO3)s1,1,-4%,24,3,3%,0.5%,2%,1%,-15,-1,nt
CN(C)P(=O)(NC(=O)c1cccn1C)N(C)C,5,-2%,3,-5,7%,0.1%,1%,2%,12,-6,-1%
CC1(C)CC(=O)C2=C(C1)NC(=O)C21C(C(=O)OC(C)(C)C)=C(N)Oc2ccc(Br)cc21 (stereo not drawn),-1,6%,12,4,3%,-0.1%,-4%,2%,3,4,-23%
Nc1cc2nc3ccccc3nc2cc1N,-34*,9%,2,0,?,-0.7%,-14%,?,-4,0,nt
C=CCN1C(=O)NC(=O)/C(=C/c2c(CCN(C)C(=O)c3ccccc3)cc3c(c2OC)OCO3)C1=O,0,nt,0,0,?,-0.8%,1%,4%,-19,-17,-14%
NC(N)=N/N=C/c1cn(-c2ccccc2)nc1-c1cccs1,0,1%,nt,2,?,0.0%,-2%,1%,-10,-15,5%
O=P(NS(=O)(=O)c1ccccc1)(Oc1ccccc1)Oc1ccccc1,15,0%,-1,-4,-17%,-0.3%,3%,3%,11,11,4%
Cc1ccc(OCC(=O)N2CCN(Cc3cccnc3)CC2)cc1,1,7%,29,3,-7%,-0.3%,-4%,0%,-4,-4,-9%
C=CCn1c(O)c(C(C)=Nc2ccc(N(C)C)cc2)c(=O)[nH]c1=O,-6,-1%,12,19,7%,-0.3%,7%,0%,-3,9,?
CC(Oc1ccc(-c2ccccc2)cc1)C(=O)O (stereo not drawn),7,3%,-6,-1,4%,0.2%,?,1%,6,14,-5%
Fc1cccc(CCNCc2ccccn2)c1,nt,1%,3,1,1%,-0.4%,1%,0%,-22,3,1%
CCn1nc(-c2ccccc2)nc2c(=O)n(C)c(=O)nc1-2,-61*,0.89µM*,-16,4,?,0.0%,3%,23%,-89*,-3,2%
CSc1ccc(C(=O)C2CCCN(Cc3cnc(SC)nc3)C2)cc1 (stereo not drawn),0,-4%,11,13,1%,-1.0%,2%,0%,16,nt,-1%
COc1c(C)cc(C(=O)C2CCCN(Cc3cccc(O)c3)C2)cc1C (stereo not drawn),2,3%,1,12,8%,-0.1%,1%,-1%,5,3,-12%
N/C(=N\N=C/c1ccc(-c2ccc(O)c(C(=O)O)c2)o1)N[N+](=O)[O-],-4,-11%,13,-3,-2%,-0.9%,-7%,-1%,-2,14,?
N#CC(CCN1CCOCC1)(c1ccccc1)c1ccccc1,nt,4%,14,2,-2%,0.5%,nt,2%,11,-8,nt
COC(=O)C1=C(c2ccc(OC(F)(F)F)cc2)C[C@@H]2CC[C@H]1N2C(=O)NCc1cc(C)oc1C(F)(F)F,nt,nt,-9,1,nt,0.3%,nt,-5%,-7,14,nt
Cc1ccccc1NC(=O)c1cc(-c2ccccc2)n(CCCN2CCOCC2)c1C,-1,1%,3,11,?,-0.9%,-5%,2%,-10,5,nt
Cc1ccc2c(c1)CNc1ccccc1O2,-1,1%,-6,nt,-9%,-0.5%,1%,0%,-3,20,23%[11.7 µM]
NCC(=O)c1ccccc1,-1,nt,-6,nt,nt,nt,nt,nt,0,9,-2%
CCOc1ccc2c(c1)c(C(C)=O)c(C)n2Cc1ccco1,-4,-3%,-7,-3,-24%,0.0%,-3%,1%,15,-4,-2%
CCC(C)N1C(=O)/C(=C/c2ccc3c(c2)CCN3CCCCl)C(=O)NC1=S (stereo not drawn),1,-8%,-5,-2,3%,1.7%,-2%,-6%,16,-18,?
COc1cccc(-n2c(O)c(C=NCc3ccc4c(c3)OCO4)c(=O)[nH]c2=O)c1,-1,-1%,-21,6,-16%,-0.2%,-6%,0%,-20,-29,10%
O=c1[nH]c(=O)n(-c2ccc(Br)cc2)c(O)c1C=NCCN1CCCCC1,1,3%,10,-2,9%,-1.4%,-2%,3%,8,-2,nt
CCOC(=O)c1c(-n2c(C)cc(/C=C3\C(=O)NC(=O)N(C)C3=O)c2C)sc2c1CCCC2,0,1%,28,23,-21%,-0.3%,16µM*,3%,-9,-3,1%
COC(=O)C1=C(c2cccc(C#N)c2)C[C@@H]2CC[C@H]1N2C(=O)NCc1ccc(F)cc1,nt,nt,35,-4,nt,0.1%,nt,1%,-18,-26,nt
CCOS(C)(=O)=O,nt,nt,-8,1,nt,0.0%,nt,1%,-3,-4,nt
CN1c2ccccc2Oc2ccccc21,0,2%,-2,2,25%,-0.5%,2%,1%,8,1,2%
O=c1[nH]c(=O)n(-c2ccc(F)cc2)c(O)c1C=Nc1ccccc1N1CCCC1,-10,0%,-2,-5,?,3.5%,6%,3%,9,8,14%
Cc1ccc(C(=O)Nc2ccc(-n3ccnc3P(=O)(O)c3ccccc3)cc2)cc1,14,6%,-10,3,4%,nt,3%,nt,-1,3,12%
CCN1CCN(C(=O)COc2ccc(S(=O)(=O)N3CCOCC3)cc2Cl)CC1,-2,15%,-2,0,-5%,0.6%,-2%,1%,-15,-8,-7%
CC1CCN(S(=O)(=O)c2ccc(NN=C(C#N)C#N)cc2)CC1,6,-1%,nt,2,4%,0.2%,11%,2%,nt,nt,?
O=[N+]([O-])c1ccc(Cl)cc1,nt,nt,4,-2,nt,-0.2%,nt,2%,18,-5,nt
CN(C)CCNC(=O)c1cccn(Cc2cccc(C(F)(F)F)c2)c1=O,-2,-2%,2,0,5%,0.6%,3%,0%,3,-7,-3%
CC1CCCCN1CC(O)c1c[nH]c2ccccc12 (stereo not drawn),0,0%,-10,0,13%,0.4%,nt,4%,-12,1,-15%
O=P(Nc1ccccc1)(Oc1ccccc1)Oc1ccccc1,1,-6%,28,20,2%,-1.0%,0%,-1%,-13,7,nt
O=c1cccc2n1CC1CC2CN(S(=O)(=O)c2cc(Cl)ccc2Cl)C1 (stereo not drawn),nt,-2%,-4,-1,-5%,0.4%,-1%,6%,-29,2,nt
COC(=O)C1=C(c2c(C)noc2C)C[C@@H]2CC[C@H]1N2C(=O)NC1Cc2ccccc2C1,nt,nt,-2,?,nt,0.1%,nt,1%,-7,-8,nt

# Screens (PubChem BioAssay)
